# Screens deposited in PubChem BioAssay by several laboratories.
# MC4R antagonist = blocks human MC4R cAMP signaling; P32245; MC4R-expressing cells, MTII-stimulated cAMP, LANCE TR-FRET; inhibition, % at 6.5 µM; actives 0.48% (n = 360,000); AID 540295;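 active = inhibition above its plate's cutoff, the mean of tested wells on that plate plus 3 SD, cut at about 29% in these data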;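 note: 0% = Melanotan II alone and 100% = Melanotan II plus saturating MCL0020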
# Target sequence (P32245 whole entry, looked up): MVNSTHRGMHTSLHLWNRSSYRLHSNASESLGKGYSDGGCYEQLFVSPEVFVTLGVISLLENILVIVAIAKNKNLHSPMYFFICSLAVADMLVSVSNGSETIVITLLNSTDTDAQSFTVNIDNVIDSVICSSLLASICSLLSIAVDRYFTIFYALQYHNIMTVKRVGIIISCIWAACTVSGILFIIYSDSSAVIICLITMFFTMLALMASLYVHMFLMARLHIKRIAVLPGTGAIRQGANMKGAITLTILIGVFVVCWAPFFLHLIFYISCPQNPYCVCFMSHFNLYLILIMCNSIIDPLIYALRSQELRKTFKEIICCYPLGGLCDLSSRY
#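 Assay system: U2OS cells stably expressing human melanocortin 4 receptor (MC4R) / Dosing: 6.5 µM / Timing: compound 30 min, challenge 1 h, detection 1 h / Measured by: Eu-cAMP/anti-cAMP TR-FRET, emission 671 nm / Replicates: singlicate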
# Vif inh = blocks HIV Vif function; HEK293T cells, Vif self-association by quenched fluorescence, imaging, 24 h; actives 0.35% (n = 340,000); inhibition, % at 7.49 µM; in the data active = inhibition above about 50%, passing the limit was not always enough; note: some results filed as inactive read as strong as hits
# N-glyco inh = N-linked glycosylation inhibition; D54 ERlucT glycosylation luciferase reporter, 24 h; percent of 100 nM tunicamycin response; reporter increase, % at 12.5 µM; actives 0.23% (n = 360,000); AID 588692;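 active = mean luciferase reporter signal, scaled so untreated is 0 and the glycosylation-blocking control 100, at or above a set limit in every replicate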;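 note: luciferase carries N-glycosylation sites so blocking glycosylation raises the light; 0% = median of neutral control wells and 100% = median of 100 nM tunicamycin wells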
# aDG glyco up = alpha-DG glycosylation activation. Pro5-aDG cells, alpha-DG glycosylation AlphaScreen (IIH6); 0% Pro5, 100% B10-LARGE cell signal. activation, % at 10 µM. actives 0.22% (n = 360,000);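 active = activation of at least 8% versus controls, or a plate z-score of at least 8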;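 note: Pro5 are CHO cells carrying HIG-tagged alpha-DG that lacks glycosylation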
# ABHD5-PLIN5 inh = ABHD5-PLIN5 protein interaction inhibition; actives 0.78% (n = 360,000); AID 602281; inhibition, % at 4 µM; Split G. princeps luciferase complementation, luminescence, 4 h; Q00G26+Q8WTS1;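 active = inhibition above the mean inhibition across every tested compound plus 3 SD, cut at about 22% in these data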;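 note: 0% = DMSO only wells and the 100% control is not disclosed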
# TLR9-MyD88 inh = blocks human TLR9 binding to MyD88 | Q9NR96+Q99836 | CHO BLA complementation TLR9-MyD88, CCF4 FRET ratio | inhibition, % at 4.98 µM | actives 0.21% (n = 340,000) | AID 504734;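 active = inhibition above the mean over all tested compounds plus 3 SD, cut at about 21% in these data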;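 note: 0% = DMSO only wells and 100% = clavulanate BLA inhibitor control wells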
# MC4R ag barr = human MC4R agonism via beta-arrestin | P32245 | U2OS MC4R beta-arrestin complementation, luminescence; percent of melanotan II response, DMSO zero | activation, % at 8.9 µM | actives 0.98% (n = 360,000);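 active = activation above a per-plate cutoff, the mean activation of sample wells on that plate plus 3 SD, cut at about 8% in these data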
# Exocytosis inh = lytic granule exocytosis inhibition | actives 0.66% (n = 360,000) | TALL-104 LAMP-1 surface exposure, flow cytometry; cells stimulated with thapsigargin and PMA | inhibition, % at 10 µM | AID 651702;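 active = inhibition above about 55%, limit read from the data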
# NOD2-RIPK2 inh = NOD2-RIPK2 protein interaction inhibition. AID 624267. actives 0.38% (n = 360,000). CHO BLA complementation NOD2-RIPK2, CCF4 ratio. inhibition, % at 4.98 µM; in the data active = inhibition above about 21%;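 note: 0% = vehicle only and 100% = reference blocker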
# Target sequence (O43353 whole entry, looked up): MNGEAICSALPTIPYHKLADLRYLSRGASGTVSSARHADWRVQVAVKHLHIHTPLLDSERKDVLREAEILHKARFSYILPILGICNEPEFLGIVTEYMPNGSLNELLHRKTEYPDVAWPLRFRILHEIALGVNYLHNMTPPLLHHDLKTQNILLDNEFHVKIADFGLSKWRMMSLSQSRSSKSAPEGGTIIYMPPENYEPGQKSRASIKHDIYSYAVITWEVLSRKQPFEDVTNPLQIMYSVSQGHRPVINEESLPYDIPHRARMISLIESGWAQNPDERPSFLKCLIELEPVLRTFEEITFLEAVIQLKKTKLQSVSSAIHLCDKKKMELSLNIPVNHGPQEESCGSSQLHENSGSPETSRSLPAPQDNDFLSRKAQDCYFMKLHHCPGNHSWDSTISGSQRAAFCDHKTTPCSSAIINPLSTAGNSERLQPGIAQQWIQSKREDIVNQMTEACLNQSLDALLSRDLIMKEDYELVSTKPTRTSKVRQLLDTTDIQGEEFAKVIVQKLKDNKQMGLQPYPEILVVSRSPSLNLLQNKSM
# ABCB6 inh 2 = blocks the human ABCB6 transporter; Q9NP58; actives 0.19% (n = 360,000); AID 602162; K562-ABCB6 porphyrin accumulation, flow cytometry, 1 h; stronger effect = lower value; fluorescence ratio to DMSO, % at 10 µM;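 active = fluorescence ratio to DMSO below 75%, the collection mean minus 3 SD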;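 note: signal is porphyrin accumulated inside mitochondria; 100% equals median channel fluorescence of DMSO control wells; lower ratio means ABCB6 inhibition with less porphyrin fluorescence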
# Numbers without * were called inactive; / = not tested or not shown. An excerpt. The share of hits here may be higher or lower than overall.
MC4R antagonist,Vif inh,N-glyco inh,aDG glyco up,ABHD5-PLIN5 inh,TLR9-MyD88 inh,MC4R ag barr,Exocytosis inh,NOD2-RIPK2 inh,ABCB6 inh 2,smiles
-7,-10,0,1.6,9,11,0.8,0,3,94,CCn1c(SCC(=O)Nc2cc(C)c(Cl)cc2OC)nnc1-c1ccco1
4,-10,-2,-0.3,-8,-4,-2.3,8,-11,96,CN(C)c1ccc(S(=O)(=O)NCC(=O)NCCC2=CCCCC2)cc1[N+](=O)[O-]
21,3,1,-0.1,2,4,0.6,-2,-15,103,O=C(COC(=O)c1ccc[nH]c1=O)Nc1cc(S(=O)(=O)N2CCCCC2)ccc1Cl
-1,34,2,-0.1,-12,-10,0.8,2,-10,94,O=C(COC(=O)/C=C/c1cccc(C(F)(F)F)c1)NCc1cccs1
0,0,-3,0.3,-2,-4,-2.1,-2,1,100,Cc1cccc(-n2nnc(C(=O)Nc3ccc(F)cc3)c2N)c1
10,2,0,0.1,3,3,-1.3,26,-4,93,O=C(CCS(=O)(=O)c1ccccc1Cl)NCc1ccc(F)cc1
-3,-2,-2,0.1,-6,2,1.2,-13,-2,95,NC(=O)c1ccc(Nc2ccc3c(c2)CCC3)c([N+](=O)[O-])c1
1,-6,-2,-0.2,-2,-10,-2.8,1,-9,110,CCCCNC(=O)C1CCC(CNS(=O)(=O)c2ccc(NC(C)=O)cc2)CC1 (stereo unspecified)
-5,/,1,-0.1,2,-3,-0.8,-5,13,98,Cc1cc(NC(=O)CN2CCN(c3ccccn3)CC2)ccc1Br
1,12,-2,-0.1,7,-11,0.6,-3,2,91,Cc1cccc(C(=O)Nc2c3c(nn2C(C)(C)C)CS(=O)(=O)C3)c1
-1,3,1,-0.1,-10,1,-1.9,0,-16,90,C=CCn1c(-c2cccn(Cc3ccc(Cl)cc3)c2=O)n[nH]c1=S
14,-3,2,1.3,6,-4,-0.8,-1,5,96,COC(=O)c1ccc(OC)cc1OCC(=O)N1CCN(c2ccc(F)cc2)CC1
24,-3,-3,0.0,-2,-8,0.2,39,-5,98,COc1ccc(NC(=O)c2ccc(N3C(=O)C4CC=C(Cl)CC4C3=O)cc2)cc1 (stereo unspecified)
1,0,1,0.0,-1,7,-1.2,-11,1,90,CC(NC(=O)C1CCCC1)c1ccccc1 (stereo unspecified)
4,-1,-1,0.1,-12,-12,-2.1,19,-8,110,CSc1ccc(CN2CCN(S(=O)(=O)Cc3ccccc3)CC2)cc1
-8,3,13,-0.2,6,2,-0.5,-3,-9,95,C=CCn1c(O)c(N=NC(=O)CNC(=O)c2ccco2)c2ccccc21
13,-2,-8,0.3,3,-11,5.4,-6,-15,100,CC(=O)c1cc(-c2ccccc2)n(CC(=O)Nc2ccc(C)c(C)c2)c1C
8,3,-1,0.6,-13,-1,-0.9,-1,13,107,COc1ccccc1Nc1nc(-c2sc(NC(=O)c3ccccc3)nc2C)cs1
-7,8,6,0.2,-10,2,-2.2,16,3,95,Oc1ccc(N=Cc2ccc(-c3cccs3)s2)cc1
17,2,2,0.2,5,11,-1.1,-1,1,98,COc1ccc(C2c3cc(OC)c(OC)cc3CC3C(=O)OCC32)cc1OC (stereo unspecified)
0,11,1,0.0,-2,3,-0.1,-1,3,91,O=C(Nc1ccccc1)N1CCCCC1c1cccnc1 (stereo unspecified)
6,-4,2,0.2,3,-7,-0.8,-4,-6,101,CCO[C@H]1OC(C(=O)N2CCCCCCC2)=C[C@@H](c2coc3ccccc3c2=O)[C@@H]1CCCO
9,5,-8,0.1,-7,1,3.6,-4,0,95,CS(=O)(=O)c1ccc(-c2cccc(NC(=O)c3ccc(Br)o3)c2)nn1
-4,-18,-8,-0.2,4,3,0.2,10,1,98,CCc1cc(=O)oc2c(C)c(OCC(=O)N3CCC(C(=O)O)CC3)ccc12
13,0,-4,-0.4,-2,-8,1.8,-1,-11,90,CCCCn1c(N)c(-c2nc3ccccc3s2)c2c([N+](=O)[O-])nn(C)c(=O)c21
20,11,2,-0.4,2,5,1.7,5,-1,92,O=[N+]([O-])c1cc(S(=O)(=O)N2CCOCC2)ccc1N1CCCC1
11,0,0,-0.2,-1,-15,1.8,5,9,93,COCCCNC(=O)CN(c1cccc(Cl)c1C)S(C)(=O)=O
3,-1,-3,0.1,5,11,-1.2,-3,1,102,COc1ccc(NC(=O)c2c3c(nc4ccccc24)CCC3)cc1S(=O)(=O)N1CCOCC1
1,-3,1,0.0,6,4,-1.6,11,-9,102,CN1CCN(C(=O)c2cc([N+](=O)[O-])ccc2Cl)CC1
0,15,2,0.2,6,-24,-0.9,14,-4,99,O=C(COC(=O)c1cccc(S(=O)(=O)N2CCCC2)c1)Nc1ccccc1Cl
11,-1,0,-0.2,-1,-4,-1.6,0,-12,101,COC(=O)CSc1ccc2nnc(CCNS(=O)(=O)c3ccc(C)cc3)n2n1
13,6,-1,-0.4,-9,10,0.8,-2,-1,106,COc1cc(N2CCOCC2)ccc1C=C(C#N)C#N
18,15,1,-0.1,-7,-5,5.4,0,-3,88,O=C(CCN1c2ccccc2Sc2ccccc21)OCc1nnc(-c2ccccc2)o1
2,-2,2,0.3,-6,1,-2.7,-2,-11,102,COc1ccc(C)cc1NC(=O)C1CCCN(S(=O)(=O)c2cccnc2)C1 (stereo unspecified)
1,4,-3,0.2,0,-3,-0.4,-6,-1,96,CCOC(=O)C(C)/C(C)=N/NC(=O)c1cc2ccccc2cc1O (stereo unspecified)
7,11,1,0.8,4,4,2.2,2,2,99,Cc1cc(C(C)(C)C)oc1C(=O)N(CC(=O)NC1CCCC1)Cc1ccccc1
16,2,0,0.2,5,-2,-0.2,2,7,97,COC(=O)CN(c1nc(C)c(Br)c(OC)n1)S(=O)(=O)c1ccc(C)cc1
8,4,2,0.0,3,3,-0.7,-5,2,97,COc1ccc(NC(=O)[C@@]2(CC(=O)O)CC(/C=C/c3ccccc3)=NO2)cc1
-9,6,-5,0.8,2,-21,4.7,4,1,95,CCCCNCCOCCOc1ccc(C)cc1Br
/,/,-3,-0.4,-12,/,/,-1,-10,97,Cc1ccc(Cc2c(-c3cccc(Cl)c3)nc3c(C)cc(Br)cn23)cc1
3,0,1,1.6,-1,9,3.0,1,1,97,O=c1c2ccc(Cl)cc2nc(-c2cccc(C(F)(F)F)c2)n1O
6,1,2,0.1,2,-10,1.1,-1,-8,107,COC(=O)C1C(=O)C2=C(CC1C)NC(=O)CC2c1cccc(C)c1 (stereo unspecified)
7,5,2,-0.3,5,-1,1.6,56*,1,101,COc1cc(CN(C)CC2CCCN(CCc3ccccc3F)C2)cc(Cl)c1OC (stereo unspecified)
8,3,1,0.0,-1,9,-0.1,-1,9,96,O=C(CCc1nc(-c2ccccc2)no1)N1CCCC1
12,11,-1,0.5,4,-6,-0.3,-1,2,113,O=C(CSc1ncn[nH]1)NC1CC2CCC1C2 (stereo unspecified)
27,-5,-3,-0.4,-5,8,-0.4,8,-9,98,Nc1ncc2c(n1)-c1ccccc1CC2
12,25,-6,1.1,-3,9,12*,16,10,96,COc1ccc(-c2ccc3c(c2)S(=O)(=O)c2cccc(C(=O)NCc4cc(C)oc4C(F)(F)F)c2C3=O)cc1OC
16,24,3,-0.3,1,3,0.3,-2,-7,100,CCCc1nnc(NC(=O)CCC(=O)Nc2ccc(F)cc2)s1

# In a second layout: three of the compounds above
Structure | MC4R antagonist | Vif inh | N-glyco inh | aDG glyco up | ABHD5-PLIN5 inh | TLR9-MyD88 inh | MC4R ag barr | Exocytosis inh | NOD2-RIPK2 inh | ABCB6 inh 2
CCCCNCCOCCOc1ccc(C)cc1Br | -9 | 6 | -5 | 0.8 | 2 | -21 | 4.7 | 4 | 1 | 95
Cc1ccc(Cc2c(-c3cccc(Cl)c3)nc3c(C)cc(Br)cn23)cc1 | / | / | -3 | -0.4 | -12 | / | / | -1 | -10 | 97
O=c1c2ccc(Cl)cc2nc(-c2cccc(C(F)(F)F)c2)n1O | 3 | 0 | 1 | 1.6 | -1 | 9 | 3.0 | 1 | 1 | 97

# Additional entries
MC4R antagonist,Vif inh,N-glyco inh,aDG glyco up,ABHD5-PLIN5 inh,TLR9-MyD88 inh,MC4R ag barr,Exocytosis inh,NOD2-RIPK2 inh,ABCB6 inh 2,smiles
3,0,-3,0.1,9,-1,0.4,0,-11,97,CCOc1ccc(C(=O)NCc2ccco2)cc1
9,0,0,-0.2,-1,-9,-1.3,-5,-4,94,CC1(C)CC(=O)C=C(Nc2ccc(Br)cn2)C1
0,1,1,-0.1,-3,-2,-0.5,3,-4,101,O=C(NNc1ccccc1Br)C(=O)n1ccc2ccccc21
-3,-4,-2,0.0,3,3,-1.6,-2,-14,93,CCOC(=O)c1c(CN2CCOCC2)n(-c2ccccc2)c2ccc(O)cc12
23,-3,0,0.4,5,-14,-0.4,-2,-4,104,COc1ccc(Cl)cc1NC(=O)CN(C)Cc1cccs1
18,/,-3,0.4,-4,3,0.9,-3,4,112,COc1ccc(-c2c(-c3ccc4c(c3)OCO4)c3ccccc3n2C)cc1
10,1,0,-0.3,6,-2,-2.0,36,-13,98,CC(=O)c1c(C)[nH]c(C(=O)Nc2nc(-c3ccccc3)c(C)s2)c1C
3,-23,2,-0.3,-4,-9,-0.3,-2,4,103,COc1ccc(NC(=O)C2CCN(c3ncnc4c3nc3n4CCCCC3)CC2)c(OC)c1
-1,0,4,0.0,0,-1,0.1,-7,-8,96,CCCOc1ccc(C(=O)NC(=S)N2CCN(c3cc4c(cc3F)c(=O)c(C(=O)O)cn4CC)CC2)cc1
-8,-11,1,0.0,1,-11,-0.1,4,-6,95,COc1ccc(N(CC(=O)NCc2ccco2)C(=O)CCC(=O)Nc2nccs2)c(OC)c1
44*,7,-1,0.6,5,4,-1.5,6,6,98,N/C(=N\OC(=O)c1ccc(Cl)c([N+](=O)[O-])c1)c1ccccc1
0,0,0,0.1,-5,3,-1.3,-4,-11,91,COc1ccc(-c2noc(CCCC(=O)NCCc3ccccc3)n2)cc1OC
7,-5,1,0.3,7,/,2.2,-15,-8,99,COc1ccc(C(C)(NC(C)=O)c2nc(-c3ccccc3OC)cs2)cc1 (stereo unspecified)
12,18,1,0.1,4,-6,-3.3,-3,0,95,O=C(O)CSCCn1cccn1
1,-3,0,-0.1,1,2,1.5,4,-5,97,CCc1ccc(S(=O)(=O)Nc2ccc(N3CCN(C)CC3)cc2)cc1
5,/,-8,0.5,2,-3,-0.4,15,13,97,CC(=O)N(CCc1ccccc1)c1ccc2c(c1)C1CC2CCN1C(=O)OCc1ccccc1 (stereo unspecified)
5,-7,-5,0.1,-2,0,-3.1,4,3,94,COc1ccccc1/C=C\C(=O)NCC(=O)N/N=C/c1cccc(OC)c1O
-3,-3,0,0.0,3,7,0.6,-5,3,90,O=C(c1cccnc1)N1CCN(S(=O)(=O)c2ccc(S(=O)(=O)N3CCCC3)cc2)CC1
15,-9,1,-0.1,-5,-12,0.4,-8,4,91,CN1C(=O)[C@@H]2[C@H](C1=O)[C@@H]1C(=O)Nc3ccccc3C(=O)N1[C@@H]2c1ccc(F)cc1
14,1,1,-0.2,-3,-8,0.0,-6,-11,101,O=C(N/N=C/c1ccc(N2CCOCC2)cc1)c1ccc(O)cc1
